Screening results (PubChem BioAssay)
MEKK2mut PB1 HTS = MEK5 binding signal on mutant MEKK2 PB1, primary screen, biochemical, multiplex bead flow cytometry, Alexa488-MEK5. percent response, % at 10 µM. AID 1530, 2009. hit rate 0.35% among 290,000. Alexa488-MEK5 binding to MEKK2 mutant; in the data active means percent response above about 24%, passing the limit was not always enough; further: inactives centre near 1; some results filed as inactive read as strong as hits; reference of the scale not given here
UBC9 SUMO inh = inhibitors of in vitro SUMOylation cascade, primary screen, biochemical, HTRF, uHTS; SUMO-conjugating enzyme UBC9 (Homo sapiens), P63279; inhibition, % at 35 µM; HTRF SUMOylation assay, SAE1/SAE2 + UBC9; AID 2006, 2009; hit rate 0.36% among 290,000; in the data active means inhibition above about 50%, passing the limit was not always enough; further: strong numbers were not always called active
Target sequence (P63279 whole entry, looked up): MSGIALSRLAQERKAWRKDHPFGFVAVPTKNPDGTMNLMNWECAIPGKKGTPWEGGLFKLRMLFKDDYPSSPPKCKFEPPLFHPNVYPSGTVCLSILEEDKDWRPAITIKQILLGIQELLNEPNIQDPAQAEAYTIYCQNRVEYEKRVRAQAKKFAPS
pCIP destab = p/CIP-EGFP fusion destabilizers, primary screen, fluorescence, F442A cells; 16 h; AID 1984, 2009; decrease of EGFP signal, % at 10 µM; hit rate 0.01% among 290,000;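 active means EGFP signal decrease of at least 30% at 10 µM or well 3 SD below plate mean, unless failing retest; inactive means the rest, including hits failing retest or dose response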; further: some compounds called inactive have numbers as strong as hits; many of its hits are not listed in these tables
IDE cell inh = human IDE inhibitors in live cells, primary screen, fluorescence polarization, HEK cells, FAbetaB substrate; FAbetaB cleavage; hit rate 0.41% among 320,000; AID 434962, 2010; inhibition, % at 5.59 µM; Insulin-degrading enzyme (Homo sapiens), P14735;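 active means percent inhibition above the average of all tested compounds plus 3 SD, set per screening campaign, cut at about 16% in these data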;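 further: IDE supplied by intact live HEK cells; FP after avidin binding of uncleaved biotin substrate so inhibition keeps polarization high; 0% = DMSO wells and 100% = 60 µM reference IDE inhibitor Ii1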
M18AAP inhibitor = PfM18AAP inhibitors, malaria aminopeptidase, primary screen, biochemical, QFRET, recombinant enzyme. AID 1822, 2009. inhibition, % at 7.35 µM. H-Glu-NHMec fluorogenic cleavage. hit rate 1.2% among 290,000;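 active means inhibition above the campaign mean inhibition over all tested compounds plus 3 SD, cut at about 28% in these data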;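 further: 0% = plate median of test compound wells and 100% = 2 mM ZnCl2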
MEKK3 PB1 HTS = modulators of MEKK3-MEK5 PB1 binding, primary screen, biochemical, wildtype MEKK3, multiplex bead flow cytometry, Alexa488-MEK5; binding response (% of control), % at 10 µM; AID 1529, 2009; hit rate 1.4% among 290,000; bead-based flow cytometry, Alexa488-MEK5 binding to MEKK3; actives lie on both sides; 0 = blocked by unlabeled MEK5, 100 = vehicle;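 active means binding response more than 3 SD above or below the average of its plate-row segment, actives on both sides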;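 further: Alexa488 bead fluorescence after subtracting the streptavidin-only scavenger bead signal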
Target sequence (Q99759 whole entry, looked up): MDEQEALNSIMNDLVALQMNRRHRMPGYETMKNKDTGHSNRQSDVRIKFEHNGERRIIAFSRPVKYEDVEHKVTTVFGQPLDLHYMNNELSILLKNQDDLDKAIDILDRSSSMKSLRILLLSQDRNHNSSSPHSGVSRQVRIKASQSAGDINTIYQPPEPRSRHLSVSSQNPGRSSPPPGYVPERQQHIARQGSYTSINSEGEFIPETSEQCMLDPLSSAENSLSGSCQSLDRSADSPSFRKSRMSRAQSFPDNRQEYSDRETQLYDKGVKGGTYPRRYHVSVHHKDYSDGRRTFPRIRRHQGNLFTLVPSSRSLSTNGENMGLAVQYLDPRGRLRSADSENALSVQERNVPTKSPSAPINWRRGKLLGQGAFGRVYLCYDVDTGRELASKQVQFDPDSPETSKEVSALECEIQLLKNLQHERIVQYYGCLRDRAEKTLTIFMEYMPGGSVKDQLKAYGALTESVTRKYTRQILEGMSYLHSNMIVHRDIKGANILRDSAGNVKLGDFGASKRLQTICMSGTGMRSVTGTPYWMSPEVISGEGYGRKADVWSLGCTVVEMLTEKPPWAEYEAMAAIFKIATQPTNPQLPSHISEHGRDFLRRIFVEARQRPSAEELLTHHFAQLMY
IDE cell activ = human IDE activators in live cells, primary screen, fluorescence polarization, HEK cells, FAbeta-B substrate; hit rate 0.073% among 340,000; AID 493087, 2011; FAbeta-B cleavage; 0% vehicle, 100% cell-free pure enzyme wells; activation, % at 5.96 µM;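 active means activation above the mean of all tested compounds plus 3 SD, set per screening campaign, cut at about 17% in these data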
MEKK2wt PB1 HTS = modulators of MEK5 binding to wildtype MEKK2, primary screen, biochemical, multiplex bead flow cytometry, Alexa488-MEK5; Alexa488-MEK5 binding to MEKK2 WT; actives lie on both sides; binding response (% of control), % at 10 µM; hit rate 1.1% among 290,000; AID 1531, 2009; in the data active means binding response below about 67% or above about 130%
NALP1 yeast inh = NALP1 inflammasome inhibitors in reconstituted yeast, colorimetric, S. cerevisiae, triplicate retest; S. cerevisiae NALP1/ASC/caspase-1 growth, X-gal OD620, 72 h; inhibition, % at 10 µM; hit rate 0.61% among 280,000; in the data active means inhibition mostly above about 24%, no sharp cut-off; inactive means mostly below about 32%; further: some compounds called inactive have numbers as strong as hits
* hit, by the source's call; / = no result given. A portion of the library (hit frequency here may not be typical).

(1) CCN(CC)C(=O)c1sc2c(c1C)c(=O)n(-c1ccc(OC)cc1OC)c(=O)n2CC(=O)c1ccccc1
(2) CCOc1ccc2ccccc2c1/C=N\NC(=O)c1ccc([N+](=O)[O-])cc1
(3) COc1cccc(CNC(=S)Nc2cccc(Cl)c2C)c1
(4) O=C(NCCc1cscn1)C1CCC(=O)N(Cc2ccc(Cl)cc2)C1 (stereo not given)
(5) Cc1occc1C(=O)Nc1cccc(Cn2cccn2)c1
(6) NC(=O)COc1ccc(NS(=O)(=O)Cc2ccccc2)cc1
Screen / compound no.	1	2	3	4	5	6
MEKK2mut PB1 HTS	-4	1	3	4	-8	3
UBC9 SUMO inh	9	7	9	-6	15	8
pCIP destab	7	-14	-4	-12	3	2
IDE cell inh	5	9	4	-1	-3	3
M18AAP inhibitor	4	-3	-1	-2	-9	1
MEKK3 PB1 HTS	99	105	103	100	91	100
IDE cell activ	8	5	1	7	7	2
MEKK2wt PB1 HTS	99	100	104	106	89	101
NALP1 yeast inh	-5	18	-5	-2	/	3

(7) O=c1[nH]c(C2CCCN(S(=O)(=O)c3ccccc3)C2)nc2c1nnn2Cc1ccccc1 (stereo not given)
(8) CCC1=C(OC(=O)N(CC)CC)N2C(=O)OC(=NCc3ccccc3)[C@]2(C)[C@H]2C1=CC[C@H]1C(=O)N(CC)C(=O)[C@H]12
(9) CCOC(=O)[C@@H]1[C@H]2COc3ccccc3[C@H]2N2C(=O)N(c3ccc(Cl)cc3)C(=O)[C@@]12C
(10) CCCCn1c(-c2cccs2)nc2nc3ccccc3nc21
(11) O=C(COc1ccc(Br)cc1Cl)N1CCN(c2ccccn2)CC1
(12) Cc1ccc(S(=O)(=O)N2CCN(Cc3cccc(C)c3O)CC2)cc1
Screen / compound no.	7	8	9	10	11	12
MEKK2mut PB1 HTS	-3	1	-6	-1	1	-4
UBC9 SUMO inh	-5	-35	-4	21	6	6
pCIP destab	-10	2	-9	-12	-9	1
IDE cell inh	-6	-2	-3	-1	-3	1
M18AAP inhibitor	2	/	4	-2	1	-4
MEKK3 PB1 HTS	99	101	101	101	101	96
IDE cell activ	4	4	2	3	0	3
MEKK2wt PB1 HTS	93	103	90	92	104	96
NALP1 yeast inh	19	/	5	-3	8	-72

(13) COc1ccc(OCc2cc(C(=O)NCc3cccc(C)n3)no2)c(Cl)c1
(14) O=C(c1cccs1)N1N=C(c2ccccc2)CC1c1ccc(O)cc1 (stereo not given)
(15) Oc1ccc(-c2nccc(-c3ccc(Br)cc3)n2)cc1
(16) Cc1cc2[nH]c(=O)c(=O)[nH]c2cc1S(=O)(=O)N1CCN(c2cccc(C(F)(F)F)c2)CC1
(17) CCN1CCN(CC#CCOc2ccccc2OC)CC1
(18) Cc1nc(NC(=O)C2CCCCC2)sc1C
Screen / compound no.	13	14	15	16	17	18
MEKK2mut PB1 HTS	-3	-4	11	1	6	5
UBC9 SUMO inh	17	-8	-4	11	16	0
pCIP destab	3	-10	-3	-3	-2	-9
IDE cell inh	0	-3	2	6	6	5
M18AAP inhibitor	-2	3	5	-1	3	0
MEKK3 PB1 HTS	101	83	107	104	101	109
IDE cell activ	0	0	2	2	1	6
MEKK2wt PB1 HTS	99	87	109	93	104	102
NALP1 yeast inh	-3	22	6	6	14	7

Shown with two lines to a compound: part of the list above
Every second line gives: MEKK2mut PB1 HTS | UBC9 SUMO inh | pCIP destab | IDE cell inh | M18AAP inhibitor | MEKK3 PB1 HTS | IDE cell activ | MEKK2wt PB1 HTS | NALP1 yeast inh
14: O=C(c1cccs1)N1N=C(c2ccccc2)CC1c1ccc(O)cc1 (stereo not given)
→ -4 | -8 | -10 | -3 | 3 | 83 | 0 | 87 | 22
15: Oc1ccc(-c2nccc(-c3ccc(Br)cc3)n2)cc1
→ 11 | -4 | -3 | 2 | 5 | 107 | 2 | 109 | 6

Returning to the listing; the 4 compounds before the break are reprinted first.
(15) Oc1ccc(-c2nccc(-c3ccc(Br)cc3)n2)cc1
(16) Cc1cc2[nH]c(=O)c(=O)[nH]c2cc1S(=O)(=O)N1CCN(c2cccc(C(F)(F)F)c2)CC1
(17) CCN1CCN(CC#CCOc2ccccc2OC)CC1
(18) Cc1nc(NC(=O)C2CCCCC2)sc1C
(19) Cc1ccc2[nH]c(=O)c(CN(Cc3cccs3)Cc3nnnn3CC3CCCO3)cc2c1 (stereo not given)
(20) O=C(CN1CCC(n2nnc3cc(F)ccc32)CC1)N1CCCc2ccccc21
(21) COc1ccc(/C=N/N=C2/NC(=O)C(c3ccccc3)(c3ccccc3)S2)cc1
(22) Cc1ccc(N=Nc2c(O)[nH]c3ccc(F)cc23)cc1
(23) CCOc1ccc(C(=O)NCc2cccnc2)cc1[N+](=O)[O-]
(24) COc1ccc(Oc2nccc(-c3ccccc3)c2C#N)cc1
Screen / compound no.	15	16	17	18	19	20	21	22	23	24
MEKK2mut PB1 HTS	11	1	6	5	2	-5	-1	-3	3	1
UBC9 SUMO inh	-4	11	16	0	-17	-4	31	-8	4	8
pCIP destab	-3	-3	-2	-9	2	9	-14	-7	10	-15
IDE cell inh	2	6	6	5	8	8	-2	14	-4	9
M18AAP inhibitor	5	-1	3	0	-5	-1	5	-3	6	-11
MEKK3 PB1 HTS	107	104	101	109	103	90	98	95	103	101
IDE cell activ	2	2	1	6	0	1	2	-10	5	3
MEKK2wt PB1 HTS	109	93	104	102	101	93	96	99	107	102
NALP1 yeast inh	6	6	14	7	1	17	8	22	6	-4

(25) COc1ccc(C(=O)NNC(=O)c2ccncc2)cc1[N+](=O)[O-]
(26) CCN(CC)CCOc1c(C)cccc1Cl
(27) Cc1cc(NC(=O)CN2CCCCCCC2)no1
(28) C[C@@H](C(=O)OCn1nnc2ccccc2c1=O)N1C(=O)C2CCCCC2C1=O (stereo not given in full)
(29) O=C(O)CCc1ccc(NCc2cccc(Oc3ccccc3)c2)cc1
(30) CC(=O)N1c2ccc(S(=O)(=O)NCCC(=O)NCCc3cccc(C)c3)cc2CC1C (stereo not given)
Screen / compound no.	25	26	27	28	29	30
MEKK2mut PB1 HTS	-3	-1	4	-9	8	3
UBC9 SUMO inh	2	-6	11	6	/	-6
pCIP destab	-8	-12	-16	-10	/	-5
IDE cell inh	6	0	0	0	2	-7
M18AAP inhibitor	-1	2	-13	-6	/	-3
MEKK3 PB1 HTS	93	109	99	96	108	104
IDE cell activ	4	6	2	3	2	7
MEKK2wt PB1 HTS	96	107	100	85	106	106
NALP1 yeast inh	-4	6	2	3	/	3

(31) CC(C)=CC(=O)Nc1ccc(Br)cc1
(32) CCCC(=O)Nc1cccc(NC(=O)c2cccc([N+](=O)[O-])c2C)c1
(33) Cc1cccc(NC(=O)Cn2nnc(C(=O)Nc3ccc(F)c(Cl)c3)c2N)c1
(34) O=C(/C=C/c1ccccc1)Nc1cccnc1
(35) CN1CCN(C(=O)c2cc3cc(F)ccc3[nH]2)CC1
(36) COc1cc(Cl)c(C)cc1NC(=O)c1cc(S(=O)(=O)N(C)C)ccc1N1CCCC1
Screen / compound no.	31	32	33	34	35	36
MEKK2mut PB1 HTS	-13	0	3	3	3	1
UBC9 SUMO inh	-3	1	15	2	8	8
pCIP destab	-7	2	-6	-3	-5	-8
IDE cell inh	4	3	11	-1	/	-3
M18AAP inhibitor	-11	7	3	2	-6	-1
MEKK3 PB1 HTS	82	103	101	102	103	148*
IDE cell activ	0	-3	1	-4	-2	4
MEKK2wt PB1 HTS	92	107	100	104	99	104
NALP1 yeast inh	/	13	20	20	10	38

(37) CN1C(=O)/C(=C2/C=CC=CN2C)OC1=S
(38) Cc1ccc(F)c(CNC(=O)C2CCC(=O)N(CCN3CCOCC3)C2)c1F (stereo not given)
(39) O=C(Nc1ccc(Cl)cc1)ON=C1CCCC1
(40) NC(=O)[C@H]1CC2(CC(c3cccc(NC(=O)COc4ccc(Cl)cc4)c3)=NO2)CN1C(=O)C(c1ccccc1)c1ccccc1 (stereo not given in full)
(41) Cc1ccc2nc(NC(=O)CSc3nncc(=O)n3N)sc2c1
(42) COCCn1c(SCC(=O)c2[nH]c(C)c(C(C)=O)c2C)nc2ccccc21
Screen / compound no.	37	38	39	40	41	42
MEKK2mut PB1 HTS	-1	2	-1	-9	1	5
UBC9 SUMO inh	5	-8	15	-12	28	10
pCIP destab	-17	-5	0	-7	-5	-10
IDE cell inh	-2	0	7	-3	8	5
M18AAP inhibitor	0	0	3	/	10	-7
MEKK3 PB1 HTS	101	102	92	95	99	105
IDE cell activ	4	1	-3	1	2	5
MEKK2wt PB1 HTS	102	103	92	90	97	103
NALP1 yeast inh	-7	0	94*	2	3	0

(43) CC(=O)O/N=C/c1c(Cl)n(C)c2ccccc12
(44) CCOC(=O)CSc1nnc(CNc2nc(-c3ccccc3)cs2)n1C
(45) COc1ccc(C)cc1N(C(=O)c1snc(C(N)=O)c1N)C(C(=O)NC1CCCCC1)c1ccc(C)o1 (stereo not given)
(46) COc1ccc(CCNC(=O)c2cc(-c3ccccc3OC)on2)cc1OC
(47) COc1ccc(N2CCN(CCNC(=O)Nc3ccc(C)c(Cl)c3)CC2)cc1
(48) Cc1nnc2c(NC(C)C)nc3ccccc3n12
Screen / compound no.	43	44	45	46	47	48
MEKK2mut PB1 HTS	-4	-5	-4	6	15	-1
UBC9 SUMO inh	9	-19	-5	-4	15	10
pCIP destab	-1	-6	10	4	-6	-11
IDE cell inh	7	-1	/	-5	-2	-3
M18AAP inhibitor	-12	12	3	2	-1	-2
MEKK3 PB1 HTS	101	92	100	103	108	99
IDE cell activ	5	-3	0	8	-2	-2
MEKK2wt PB1 HTS	100	98	93	102	123	106
NALP1 yeast inh	3	-8	6	-12	12	-30

(49) O=C(Nc1ccc(F)cc1)N(Cc1nnc2n1CCCCC2)c1ccccc1
(50) COc1cccc2[nH]c3c(=O)n(CCN(C)C)cnc3c12
(51) O=C(CS(=O)(=O)c1ccccc1)NC1CCCCC1
(52) COC(=O)Cc1c(C)c2ccc(OCc3nn[nH]n3)c(C)c2oc1=O
Screen / compound no.	49	50	51	52
MEKK2mut PB1 HTS	-1	2	1	1
UBC9 SUMO inh	2	8	4	30
pCIP destab	1	-4	-1	-22
IDE cell inh	-4	-3	-3	-1
M18AAP inhibitor	-4	/	-3	4
MEKK3 PB1 HTS	98	105	98	103
IDE cell activ	5	4	4	-4
MEKK2wt PB1 HTS	100	103	98	112
NALP1 yeast inh	-5	4	9	4
